SIAE inh: inhibitors of human sialic acid acetylesterase SIAE; Q9HAT2; SIAE FP-Rh probe binding, fluorescence polarization; inhibition, % at 9.66 µM; 0.69% of 370,000 active; AID 1053197;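 active = inhibition above a cutoff: mean of compounds within the control limits plus 3 SD of those, cut at about 17% in these data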;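 also: 0% = plate median of compound wells and 100% = probe without SIAE protein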
PRMT1 inh: inhibitors of human PRMT1; recombinant PRMT1, activity-based probe fluorescence polarization; inhibition, % at 2.79 µM; 1.3% of 370,000 active; AID 652257;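 active = inhibition above about 21% made by adding two undisclosed values, limit read from the data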
Target sequence (Q99873 whole entry, looked up): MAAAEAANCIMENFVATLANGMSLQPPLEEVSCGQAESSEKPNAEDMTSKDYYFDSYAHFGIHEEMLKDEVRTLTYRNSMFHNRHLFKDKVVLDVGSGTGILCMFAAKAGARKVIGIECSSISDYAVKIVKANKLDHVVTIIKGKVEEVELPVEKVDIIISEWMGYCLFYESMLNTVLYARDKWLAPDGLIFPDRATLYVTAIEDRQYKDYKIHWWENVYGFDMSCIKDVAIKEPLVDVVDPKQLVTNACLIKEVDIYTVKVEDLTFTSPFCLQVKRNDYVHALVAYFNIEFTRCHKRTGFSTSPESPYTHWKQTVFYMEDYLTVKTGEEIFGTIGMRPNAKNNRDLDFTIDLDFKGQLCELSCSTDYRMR
HTRA1 inhibitor: blocks human HTRA1 serine peptidase; recombinant HTRA1, FP-rhodamine activity-based probe, fluorescence polarization; 0.5% of 340,000 active; AID 504803; inhibition, % at 5.96 µM; in the data active = inhibition above about 36%;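 also: 0% = enzyme with DMSO and 100% = wells lacking enzyme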
mABHD4 FP: ABHD4 (mouse) inhibition, primary FP screen. purified mABHD4, FP-Rh probe fluorescence polarization. AID 720543. Q8VD66. inhibition, % at 8.92 µM. 0.54% of 370,000 active;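 active = inhibition exceeding the mean over every tested compound plus 3 SD, cut at about 30% in these data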;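 also: 0% = plate median of compound wells and 100% = S159A mutant with DMSO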
Target sequence (Q8VD66 whole entry, looked up): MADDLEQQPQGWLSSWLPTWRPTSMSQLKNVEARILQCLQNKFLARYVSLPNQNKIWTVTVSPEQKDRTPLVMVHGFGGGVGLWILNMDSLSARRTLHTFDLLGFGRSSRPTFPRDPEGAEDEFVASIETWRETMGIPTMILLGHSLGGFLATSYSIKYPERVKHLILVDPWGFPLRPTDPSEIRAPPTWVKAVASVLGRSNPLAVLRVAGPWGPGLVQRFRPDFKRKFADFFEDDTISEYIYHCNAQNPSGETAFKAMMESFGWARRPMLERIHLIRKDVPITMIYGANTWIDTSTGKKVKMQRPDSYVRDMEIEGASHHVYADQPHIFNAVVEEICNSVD
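Test system: mABHD4 protein | Buffer or medium: HEPES pH 7.0 buffer, 150 mM NaCl, 0.01% Pluronic F-127 | Probe or stimulus: FP-Rh fluorescent activity-based probe, added after compound pre-incubation | Timing: Pre-incubation 45 min, probe exposure 60 min, at 25 °C | Technique: Fluorescence polarization, excitation 525 nm, emission 598 nm, BODIPY TMR filters | Repeats: Single well per compound (singlicate)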
PG9 binder: PG9 antibody binding by small molecule; TR-FRET gp120-PG9 antibody binding; inhibition, % at 6.7 µM; 0.43% of 360,000 active; AID 624416; in the data active = inhibition above about 8.5%
UHRF1 binding: human UHRF1 methylated DNA binding inhibitors. Q96T88. UHRF1 binding to methylated oligo, TR-FRET. inhibition, % at 4.4 µM. 0.75% of 370,000 active; in the data active = inhibition above about 21%;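 also: UHRF1 SRA domain binding a hemimethylated CpG hairpin DNA probe; 0% = median of test compound wells and 100% = reference inhibitor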
LEDGF integ inh: blocks HIV-1 LEDGF/p75-dependent DNA integration. TR-FRET IN-LEDGF/p75 DNA integration, Eu/Cy5. inhibition, % at 3.7 µM. 0.64% of 370,000 active. AID 743269;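 active = inhibition above the screen-wide mean plus 3 SD, cut at about 13% in these data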;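 also: signal is the Cy5 over europium emission ratio at 671 and 618 nm; 0% = plate median of compound wells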
TDP2 inh: blocks human TDP2 phosphodiesterase activity | O95551 | recombinant TDP2, T5PNP hydrolysis, p-nitrophenol absorbance 415 nm | inhibition, % at 12.8 µM | 0.34% of 370,000 active | AID 720702;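 active = inhibition above the mean of all tested compounds plus 3 SD, set per campaign, cut at about 25% in these data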;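 also: 0% = DMSO with enzyme and 100% = buffer with substrate but no TDP2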
Target sequence (O95551 whole entry, looked up): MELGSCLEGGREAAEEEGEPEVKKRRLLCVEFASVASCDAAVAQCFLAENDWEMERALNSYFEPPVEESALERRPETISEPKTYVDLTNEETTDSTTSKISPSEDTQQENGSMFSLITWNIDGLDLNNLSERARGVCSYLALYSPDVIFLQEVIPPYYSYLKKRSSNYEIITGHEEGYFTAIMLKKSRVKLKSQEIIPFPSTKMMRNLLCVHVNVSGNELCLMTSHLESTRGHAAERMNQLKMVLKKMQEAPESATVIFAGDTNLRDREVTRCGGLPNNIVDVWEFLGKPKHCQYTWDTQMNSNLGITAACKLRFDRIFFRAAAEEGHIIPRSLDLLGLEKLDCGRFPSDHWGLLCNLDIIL
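System – recombinant human TDP2 · Amount – 120 nM TDP2 per well · Buffer or medium – Mg2+-containing Tris-HCl buffer, pH 7.5 · Reagent – T5PNP substrate, 5 mM · Dosing – 12.8 µM single point, 1% DMSO · Incubation – 2 h at 37 °C · Measured by – epi absorbance · Read-out basis – percent inhibition · Benchmarks – high control without enzyme, low control DMSO plus TDP2 · Repeats – singlicate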
Tn7 DDE FP: inhibitors of Tn7 peptide binding to human fibrin DD(E) | FP displacement of FITC-Tn7 peptide from fibrin DD(E); 0% = median of compound wells per plate | P02675 | inhibition, % at 8.3 µM | 0.13% of 370,000 active;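 active = inhibition above the mean of compounds falling within the control limits plus 3 SD of them, cut at about 14% in these data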;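 also: 0% = plate median of compound wells and 100% = 10 µM Aha-Tn7 peptide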
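Test system – human fibrin DD(E) · Times – 10 min preincubation, 3 h with tracer, room temperature · Detection – fluorescence polarization of the labelled Tn7 tracer · Measure – percent inhibition normalized to high-control wells · Benchmarks – high control wells with 10 µM unlabelled Aha-Tn7 peptide (full inhibition) · Repeats – singlicate testing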
TCR CD3 inh: blocks the human TCR-CD3 interaction | TAMRA-labeled TCR probe fluorescence, biochemical | inhibition, % at 9.4 µM | 0.37% of 360,000 active | AID 651800; in the data active = inhibition above about 19%;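 also: recombinant mutant TCR 2C K166C tagged with TAMRA read by polarization; 0% = receptor in buffer alone and 100% = receptor with positive control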
Numbers without * were called inactive; x = not tested or not shown.

SMILES | SIAE inh | PRMT1 inh | HTRA1 inhibitor | mABHD4 FP | PG9 binder | UHRF1 binding | LEDGF integ inh | TDP2 inh | Tn7 DDE FP | TCR CD3 inh
COC(=O)c1[nH]c2cc(OC)ccc2c1NC(=O)CCN1CCCC(C)(C)C1 | 6 | -4 | -1 | 0 | -2.8 | -3 | 2 | 2 | -7 | 6
Cc1ccc(C(=O)c2ccccc2C(=O)OCC(=O)N2CCCC2)cc1 | 0 | 0 | -2 | 4 | -1.9 | 1 | -3 | 15 | -1 | -1
O=C(/C=C/c1ccc(F)cc1)NCC1(c2ccccc2)CCOCC1 | -4 | 4 | -6 | -1 | -0.6 | 3 | -11 | -9 | 2 | -8
CS(=O)(=O)c1ccc(C(=O)Nc2ccc(N3CCOCC3)cc2)c(Cl)c1 | -4 | 3 | 3 | 11 | -2.8 | 0 | -6 | -8 | 4 | -1
COc1ccc(Nc2nc(N)nc(CSc3n[nH]c(-c4ccccc4)n3)n2)cc1 | -4 | -2 | -8 | -3 | -2.0 | 1 | 1 | 0 | -1 | 0
CCC(=O)Nc1nc2ccccc2n1Cc1ccc(C)cc1 | -1 | 3 | -2 | 0 | 1.7 | 1 | 14* | -4 | 10 | -5
COc1cnc(-c2ccccc2)nc1Oc1ccccc1C | 3 | 1 | -8 | -7 | -2.4 | -4 | -2 | -4 | -5 | 6
CCOc1ccccc1C(=O)Nc1nccs1 | 0 | -3 | 3 | 2 | 0.7 | -5 | 4 | 12 | -2 | 2
CS(=O)(=O)c1ccc(C(=O)Nc2nc(-c3ccco3)c(-c3ccco3)s2)cc1 | 47* | 35* | 5 | 40* | -3.0 | 88* | 89* | 7 | 0 | 34*
CC(NC(=O)COC(=O)c1ccc([N+](=O)[O-])s1)c1ccccc1 (configuration not stated) | -3 | 1 | 22 | -1 | -4.3 | 1 | 6 | -5 | -7 | -5
COc1ccc2c(c1)c(C(=O)O)c(C)n2CCc1ccc(OC)c(OC)c1 | 6 | -2 | -6 | 1 | 0.3 | -2 | 3 | 3 | -6 | 6
CCOc1ccc(Cl)cc1C(c1c(C)[nH][nH]c1=O)c1c(C)[nH][nH]c1=O | 2 | 3 | 1 | 4 | 0.6 | -10 | 1 | 2 | 5 | -7
C[C@H]1[C@@H](OC(=O)NCc2ccc(C(F)(F)F)cc2)CC[C@@]23CCCN2C(=O)CCC[C@@H]13 | -6 | -1 | x | -3 | x | 1 | -1 | -5 | -5 | x
CC(C)c1ccc(C2NC(C(=O)O)CS2)cc1 (configuration not stated) | -2 | -1 | -3 | 1 | 1.8 | 1 | 0 | 2 | 3 | 7
COc1ccc(OCC(=O)NS(=O)(=O)c2ccc(Cl)cc2)cc1 | -3 | 1 | -3 | -3 | 0.8 | 2 | -2 | 5 | 1 | 2
COc1ccccc1NC(=O)C/C(C)=N/NC(=O)COc1c(Br)cc(Br)cc1OC | -10 | 0 | 0 | -9 | -2.1 | 0 | 5 | -21 | -1 | 2
Cc1ccc(-c2cc(-c3ccccc3Cl)[nH]n2)c(O)c1 | -13 | 1 | -21 | -29 | -1.2 | -1 | -3 | -17 | -2 | 2
COc1ccc(NC(=O)c2cc(-c3cc(Cl)ccc3OC)n[nH]2)c(C)c1 | -7 | -3 | x | -27 | -0.3 | -1 | -5 | -6 | -5 | -2
CCCN1C2CCCC1CC(NC(=O)NC1CCCCC1)C2 (configuration not stated) | 6 | 1 | -10 | -4 | -0.9 | 2 | -2 | -6 | -4 | 1
COc1cc2c(=O)c(-c3ccc(O)cc3)coc2cc1OC1OC(CO)C(O)C(O)C1O (configuration not stated) | -2 | 2 | 2 | -2 | 1.0 | 3 | -2 | -10 | 5 | -4
Cc1ccc(/C=C/C(=O)N2CCN(S(=O)(=O)/C=C/c3ccccc3)CC2)o1 | -3 | -2 | -2 | 0 | -2.3 | 1 | 1 | -3 | 0 | 6
CCc1ccc2c(c1)NC(=O)C2(C)Cc1ccccc1 (configuration not stated) | 1 | 7 | x | 5 | -2.7 | 3 | 3 | 6 | 3 | -3
CCOC(=O)c1nn(-c2ccc(OCC)cc2)c2nc(CC(C)C)c(C#N)c(=O)n12 | 0 | 4 | -6 | 1 | -0.1 | 8 | -2 | -10 | -2 | -2
N=C(N=C(N)N)N1CCc2ccccc21 | 3 | -1 | 5 | 3 | 1.1 | 4 | 0 | 6 | -5 | -1
O=c1c2cc(Br)ccc2nc(-c2ccccc2)n1O | 2 | 1 | -4 | 6 | 2.8 | 1 | -4 | -10 | 0 | -7
O=C(Cn1c2c(sc1=O)C1c3ccccc3OCC1CS2)Nc1ccc(Cl)cc1 (configuration not stated) | -3 | 7 | -38 | -1 | 0.9 | 2 | -2 | -1 | 3 | -4
COCC(=O)Nc1ncc(S(=O)(=O)c2ccc([N+](=O)[O-])cc2)s1 | 7 | 7 | 0 | 4 | 1.1 | 2 | -2 | 8 | 0 | 0
Cc1cccc(NS(=O)(=O)c2ccc3[nH]c(=O)oc3c2)c1C | 1 | 0 | 2 | 2 | -2.0 | 0 | -1 | 2 | -3 | -2
Cc1c(CC(=O)O)c(=O)oc2cc3c(cc12)CCC(C)(C)O3 | -3 | 16 | 9 | 2 | 5.2 | 0 | 3 | 18 | -1 | 5
CCN1CCN(c2cc(C)c3cc(NC(=O)c4cccc(OC)c4)ccc3n2)CC1 | -1 | -4 | -15 | 0 | 1.1 | -2 | 5 | -3 | -4 | -2

Rewritten in CSV form: two of the compounds above.
smiles,SIAE inh,PRMT1 inh,HTRA1 inhibitor,mABHD4 FP,PG9 binder,UHRF1 binding,LEDGF integ inh,TDP2 inh,Tn7 DDE FP,TCR CD3 inh
Cc1c(CC(=O)O)c(=O)oc2cc3c(cc12)CCC(C)(C)O3,-3,16,9,2,5.2,0,3,18,-1,5
CCc1ccc2c(c1)NC(=O)C2(C)Cc1ccccc1 (configuration not stated),1,7,x,5,-2.7,3,3,6,3,-3

(cont.)
SMILES | SIAE inh | PRMT1 inh | HTRA1 inhibitor | mABHD4 FP | PG9 binder | UHRF1 binding | LEDGF integ inh | TDP2 inh | Tn7 DDE FP | TCR CD3 inh
O=C(CCCc1nc(-c2ccccc2)no1)NC1CCCCC1 | -1 | -1 | 0 | -1 | -0.4 | 1 | -4 | -18 | 3 | -3
Cc1ccn2c(C(=O)N/N=C\c3ccccc3[N+](=O)[O-])c(C)nc2c1 | -3 | 4 | -7 | -1 | 2.3 | -1 | 1 | -11 | 0 | -3
COC(=O)C1(C(=O)OC)c2ccccc2N(S(=O)(=O)c2ccc(C)cc2)C1CC(=O)c1ccccc1 (configuration not stated) | 3 | -8 | x | -17 | 1.6 | 0 | 3 | -14 | -4 | 15
CCN(Cc1ccc(OC)c(F)c1)C(C)C(=O)Nc1ccc(S(=O)(=O)N2CCCC2)cc1 (configuration not stated) | 0 | -5 | -31 | -1 | 1.5 | 1 | 1 | -9 | -4 | -1
CCOc1ccc(N2C(=O)Nc3ccccc3C2(O)C(=O)NCc2ccc(C)cc2)cc1 (configuration not stated) | -1 | -3 | 8 | 0 | -0.1 | -2 | -4 | -9 | 0 | -1
Cc1ccc(NC(=O)Cn2cccc2)cc1 | -8 | -5 | -2 | 3 | 1.4 | 4 | -2 | -8 | 8 | 4
COc1ccc(NC(=O)Nc2cccc3c2O[C@H](CN(C)S(=O)(=O)c2ccc(OC)cc2)[C@@H](C)CN([C@H](C)CO)C3=O)cc1 | 0 | 5 | -6 | 0 | -0.1 | 0 | -6 | 5 | 1 | -13
CCOc1ccc(NS(=O)(=O)c2ccc(C(=O)N3CC(C)OC(C)C3)cc2)cc1 (configuration not stated) | -4 | 1 | 1 | 5 | -1.2 | 2 | 1 | -5 | -4 | -2
COc1ccccc1NC(=O)C1CCCN(C(=O)NCc2ccccc2)C1 (configuration not stated) | 1 | 0 | 5 | -1 | -2.0 | -1 | 1 | 12 | 2 | 1
CCN(C(=O)C(C)Sc1ccc(S(=O)(=O)N2CCOCC2)cn1)c1ccccc1 (configuration not stated) | 4 | 9 | 3 | -2 | -2.6 | 2 | -2 | 8 | 8 | -5
CC1CCN(CCCNC(=O)C2CCC(CNS(=O)(=O)c3cccc4nsnc34)CC2)CC1 (configuration not stated) | -3 | 0 | -1 | -4 | 0.4 | -3 | 0 | -9 | -3 | -2
Cc1ccc(-c2ccc(C(=O)Nc3cccc(F)c3)o2)c2ccccc12 | -80 | 14 | -80 | -61 | -2.1 | -2 | 2 | -10 | -5 | 6
Nc1nc(NCc2ccco2)nc(N2CCN(Cc3ccccc3)CC2)c1[N+](=O)[O-] | 0 | 3 | -14 | 1 | -1.1 | 4 | -6 | -25 | -6 | -1
Cc1cc(Br)cn2c(Cc3ccsc3)c(-c3ccco3)nc12 | 0 | 27* | x | 11 | 4.0 | 3 | 2 | 7 | 10 | -1
CCOC(=O)c1cnc2ccc(OCC)cc2c1NCc1cccnc1 | 0 | -3 | 3 | -1 | 1.6 | -2 | -1 | 9 | 0 | -4
O=S(=O)(c1ccccc1Br)N1CCN(c2ncccn2)CC1 | -2 | -2 | -3 | -4 | -2.0 | 0 | 1 | -2 | -1 | 3
CC(C)(C)C(=O)Nc1c2c(nn1-c1ccccc1)CSC2 | 2 | 1 | -19 | -6 | 1.3 | 1 | 5 | -1 | -1 | 1
CC1CCN(S(=O)(=O)c2ccc(NC(=O)CSc3nnnn3C)cc2)CC1 | -7 | -1 | -6 | 2 | 0.2 | -1 | -2 | -5 | 5 | 6
Cc1ncoc1C(=O)Nc1ccccc1C(N)=O | 6 | -4 | 6 | 5 | 0.8 | 0 | -2 | 15 | 3 | 3
N#CCCN(C(=O)Nc1ccccc1)C1CCCCC1 | 3 | 0 | 4 | 3 | 0.1 | 0 | 0 | 0 | 1 | -5
CC(C)N(C(=O)CN1C(=O)NC2(CCCCCC2)C1=O)C(C)C | 2 | 0 | 0 | 1 | 0.7 | 3 | 2 | -1 | -10 | -4
CSc1ccc(CNC(C)(C)CO)cc1 | -8 | -1 | -8 | 3 | -1.5 | 0 | 1 | 3 | -2 | 6
Cc1ccccc1CNCc1cccnc1 | 3 | -1 | 2 | -3 | -1.4 | 1 | -4 | -7 | -1 | 6
O=C(NC1CCC(O)CC1)c1ccccc1OCc1ccc(F)cc1 (configuration not stated) | 5 | -7 | 2 | -5 | 0.7 | 20 | 2 | 3 | -3 | 5
COc1cc(OC)nc(Nc2nc(C(N)Cc3ccccc3)cs2)n1 (configuration not stated) | 1 | -4 | x | 10 | 0.1 | 19 | 12 | 2 | -2 | 0
Cc1cccc(N(CC(=O)N2CCCCCC2)S(C)(=O)=O)c1C | -1 | 1 | 5 | 2 | -1.2 | -1 | -2 | 2 | 2 | 8

Outcome played no part in choosing rows (roughly 4.2% active in at least one column).
